KinaseGlo FLuc: counter-screen: inhibitors of Kinase-Glo firefly luciferase; Q27757; Kinase-Glo luciferase, ATP luminescence, 8 min; Potency, µM (series often up to 38.3 µM), inactives show at the highest dose activity change, negative = inhibition, usual class: inhibitors; 200,000 compounds, 0.28% hits; AID 1379; note: potency is the fitted concentration of half-maximal effect; % is set by controls: 0 for no effect and ±100 for the full control effect; nearly all actives have a fitted effect of over 60% in size
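Light output from Kinase-Glo luciferase with luciferin and 10 uM ATP in 50 mM imidazole pH 7.2, KCl, MgCl2, Tween 20, BSA; compound pin-delivered, 8-min ambient incubation, then luminescence read.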
LMNA splice mod: changes lamin A minigene splicing in HeLa cells | Potency, µM (doses to about 46.1 µM), for inactives: top-dose ratio change, negative = inhibition, hits mostly inhibitors | HeLa LMNA splicing GFP/RFP minigene ratio, 48 h | AID 1487 | 200,000 compounds, 0.01% hits; active = well fitted inhibition curve with a large enough effect in the signal ratio, with a control signal flat, not every such curve was filed as active; inconclusive = small, poorly fitted or top-dose-only effect, or effect the other way, or a change in a side signal; the % refers to the signal ratio; note: potency is the fitted concentration of half-maximal effect; % is set by controls: 0 for no effect and ±100 for the full control effect
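S3 HeLa stable clones carrying a lamin A-EGFP splicing minigene plus DsRed2 were seeded at 600 cells/well in Opti-MEM with 2% FBS, pin-dosed and incubated 48 h at 37°C. Acumen cytometry (488 nm) gave the GFP/RFP total-intensity ratio.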
HttQ103 aggreg: reduces HttQ103-GFP aggregates in PC12 cells; PC12 HttQ103-GFP aggregates, Acumen cytometry, 40 h; Potency, µM (top dose mostly 46.1 µM), for the others: at the top dose activity change, negative = inhibition, usual class: inhibitors; 220,000 compounds, 1.1% hits; AID 1688; note: potency is the fitted concentration of half-maximal effect; % is set by controls: 0 for no effect and ±100 for the full control effect; nearly all actives have a fitted effect of over 60% in size
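Read-out: GFP aggregate count by laser scanning cytometer (488 nm excitation, 500-530 nm emission, 1–25 µm objects >6 SD above background). Cells: PC12, inducible HTTex1-Q103-GFP, 100 nM tebufenozide; compounds titrated.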
CBFb-RUNX1 inh: inhibitors of human CBF-beta and RUNX1 interaction | Q01196+Q13951 | AlphaScreen CBFb-His/RUNX1-biotin binding, biochemical | Potency, µM (series often up to 59.8 µM), inactives show at the top dose activity, negative = inhibition, most hits filed as inhibitors | 230,000 tested, under 10 active | AID 1477; note: % of control where 0% means no effect
Target sequence (Q01196 whole entry, looked up): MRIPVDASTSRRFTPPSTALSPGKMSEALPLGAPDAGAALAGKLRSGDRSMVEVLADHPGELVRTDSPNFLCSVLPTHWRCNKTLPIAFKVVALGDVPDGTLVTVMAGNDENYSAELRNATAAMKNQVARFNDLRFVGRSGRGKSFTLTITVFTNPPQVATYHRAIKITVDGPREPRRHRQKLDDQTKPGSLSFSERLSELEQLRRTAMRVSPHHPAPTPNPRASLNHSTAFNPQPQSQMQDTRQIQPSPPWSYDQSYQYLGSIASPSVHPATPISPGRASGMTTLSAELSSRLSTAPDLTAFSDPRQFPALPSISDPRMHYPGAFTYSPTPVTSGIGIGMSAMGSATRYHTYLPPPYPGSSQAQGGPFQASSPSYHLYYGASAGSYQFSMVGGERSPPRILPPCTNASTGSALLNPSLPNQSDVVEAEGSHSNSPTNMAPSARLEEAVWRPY
Target sequence (Q13951 whole entry, looked up): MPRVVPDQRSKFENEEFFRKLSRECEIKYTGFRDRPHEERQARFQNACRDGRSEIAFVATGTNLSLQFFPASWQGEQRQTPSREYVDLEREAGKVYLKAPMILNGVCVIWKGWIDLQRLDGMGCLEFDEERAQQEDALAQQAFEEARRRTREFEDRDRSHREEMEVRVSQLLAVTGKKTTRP
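Inhibition was taken as any reduction in AlphaScreen signal from the CBF-beta–RUNX1 pair (His and biotin tags, 30 nM each), measured after compound (15 min) and bead (90 min) incubations at room temperature.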
IMPase Li cell: cell-permeable IMPase inhibitors with lithium potentiation; 210,000 compounds, 0.35% hits; CHO-M1 cells, IP1 TR-FRET (IP-One), carbachol + lithium; Potency, µM (highest dose often 59.4 µM), without a hit: at the highest dose activity, negative = IMPase inhibition, usual class: inhibitors;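 note: IP1 builds up when IMPase is blocked and the TR-FRET signal falls; potency is the fitted concentration of half-maximal effect; plate controls were basal vehicle for no effect and high inhibitor control for full effect; nearly all actives have a fitted effect of over 50% in size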
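Readout is a homogeneous TR-FRET IP1 immunoassay (Ex 320, Em 665 and 620), where raised cytosolic IP1 lowers signal. Cells were CHO-M1 treated 30 min at 37C with test compounds plus a little lithium; AC50 values came from Hill-equation fitting.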
NPSR antag: antagonists of human neuropeptide S receptor cAMP signaling; Q6W5P4; CHO-NPSR cells, cAMP TR-FRET, antagonist mode; Potency, µM (series often up to 38.3 µM), for inactives: at the highest dose activity change, negative = inhibition, usual class: inhibitors; 220,000 compounds, 1% hits; AID 1461; note: potency is the fitted concentration of half-maximal effect; % is set by controls: 0 for no effect and ±100 for the full control effect; nearly all actives have a fitted effect of over 50% in size; many of its hits are not listed in these tables
Target sequence (Q6W5P4 whole entry, looked up): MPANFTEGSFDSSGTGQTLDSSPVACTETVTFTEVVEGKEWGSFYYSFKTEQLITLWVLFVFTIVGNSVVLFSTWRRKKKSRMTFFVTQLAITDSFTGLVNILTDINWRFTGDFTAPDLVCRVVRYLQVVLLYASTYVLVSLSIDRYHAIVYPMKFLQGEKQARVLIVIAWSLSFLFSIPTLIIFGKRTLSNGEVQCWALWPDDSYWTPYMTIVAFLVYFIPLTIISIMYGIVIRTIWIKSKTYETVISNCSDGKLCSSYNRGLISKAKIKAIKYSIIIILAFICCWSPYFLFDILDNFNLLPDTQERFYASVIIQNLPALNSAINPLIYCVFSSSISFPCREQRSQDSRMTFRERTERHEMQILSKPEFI
Epigenetic reg: derepresses silenced GFP reporter in murine cells; 280,000 compounds, 0.2% hits; Potency, µM (series often up to 53.9 µM), for the others: at the top dose GFP activation, hits mostly activators; murine LDR cells, GFP reporter derepression, 30 h; AID 1865; note: potency is the fitted concentration of half-maximal effect; % of control where 0% means no effect; nearly all actives have a fitted effect of over 60% in size
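Reporter derepression read as number of fluorescent GFP-positive objects, 20-120 um in size, counted by laser-scanning cytometer. Mouse LDR line with an epigenetically silenced CMV-GFP locus; compound incubation 30 h, 37 C.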
* hit, by the source's call; u = inconclusive; x = no result given; & = joins results of further samples; [ ] = remark or other dose. Unless noted, calls come from the whole dose curve; as a rule, active = well fitted curve in the direction sought with a large enough effect; inconclusive = small, poorly fitted or top-dose-only effect, or another doubt; inactive = no such curve, though single readings can be large; an effect the other way counts as inactive or inconclusive.

SMILES	KinaseGlo FLuc	LMNA splice mod	HttQ103 aggreg	CBFb-RUNX1 inh	IMPase Li cell	NPSR antag	Epigenetic reg
CC(=O)N(Cc1ccco1)C1(C(=O)NC2CCCCC2)CCCCC1	x	6%	-3%	-2%	x	-2%[46.1 µM]	1.0%
CC(C)=CCSc1nnc([C@@H](NC(=O)OC(C)(C)C)C(C)C)o1	-2%	u	-15%	6%	-2%[38.3 µM]	-12%[46.1 µM]	-0.7%
Cc1ccc2[nH]c(O)c(N=NC(=O)C3CC3c3ccccc3)c2c1Br (stereo not drawn)	2%	u	8%	4%	-4%	-24%	2.0%
O=C(CN1CCN(c2ccccc2)CC1)Nc1nnc(-c2ccccc2)s1	-3%	-5%	1%[9.22 µM]	-1%	-7%[38.3 µM]	-14%[46.1 µM]	0.0%
COCc1cc(N2CCOCC2)nc(-c2ccccc2)n1	4%	3%[9.22 µM]	-3%	9%	6%	1%	0.0%
Cc1ccc2nc(CSc3nnc(Nc4ccccc4C)s3)cc(=O)n2c1	-2%	2%	-7%	-12%	0%	6%	0.6%
COc1ccc(CC(=O)NCc2nnc(SCc3ccc(C)cc3)n2C)cc1	1%	3%	3%	-3%	-5%	9%	-3.5%
COc1ccc(OC)c(C(c2nnnn2C2CCCC2)N2CCN(c3ccccc3)CC2)c1 (stereo not drawn)	0%	5%	u	-19%	17%[38.3 µM]	u	0.0%
CCNC(=O)n1nccc1C(C)Oc1ccc(Cl)cc1 (stereo not drawn)	-2%	12%	-5%	6%	1%[38.3 µM]	-13%[46.1 µM]	0.0%
Cc1occc1C(=O)NNC(=S)Nc1cccc([N+](=O)[O-])c1	x	u	-6%	-2%	x	-9%[46.1 µM]	-1.0%
CCC(C)Sc1nc2ccccc2c(=O)[nH]1 (stereo not drawn)	2%	4%	-26%	-3%	7%	15%[46.1 µM]	-0.8%
O=C(CSc1cccc[n+]1[O-])Nc1cc2c(cc1Cl)C(=O)c1ccccc1C2=O	10%	0%	4%	11%	3%	-50%	3.6%
Cc1ccc(NC(=S)N2CCOCC2)c(C)c1	1%	-12%	-15%	9%	8%	8%[46.1 µM]	-3.4%
CCOP(=O)(OCC)/C(=N/OC(=O)c1cccc([N+](=O)[O-])c1)C(N)=O	x	x	6%[9.22 µM]	1%	x	-3%[7.67 µM]	-1.4%
COC(=O)c1ccccc1NC(=O)COC(=O)c1ccco1	12%	-4%	-7%	0%	u	-22%[46.1 µM]	-0.8%
Cc1cc2ccccc2c(=O)n1CC(=O)N1CCN(c2cccc(Cl)c2)CC1	-4%	4%	-1%	-2%	2%[38.3 µM]	-6%[46.1 µM]	-3.0%
CCOc1ccccc1C(=O)N[C@H](C(=O)Nc1ccc(OC)c(S(=O)(=O)N2CCOCC2)c1)C(C)C	0%	u	-16%	11%	2%	-15%	-1.3%
COc1ccc(-c2csc3ncn(-c4ccccc4)c(=O)c23)cc1OC	-2%	x	-4%[9.22 µM]	16%	3%	15%	-1.1%
Cc1[nH]c2c(C)cccc2c1CN1CCC(CO)(Cc2ccccc2)CC1	x	x	2%[9.22 µM]	-2%	x	-8%	5.6%
Cc1c(NC(=O)CN2C(=O)c3ccccc3S2(=O)=O)c(=O)n(-c2ccccc2)n1C	1%	-7%	-5%	2%	-1%	0%[46.1 µM]	-1.2%
O=C(Cc1ccccc1)NC(NC(=S)Nc1cc(Cl)ccc1Cl)C(Cl)(Cl)Cl (stereo not drawn)	-1%	4%	9%	8%	8%[38.3 µM]	-7%[46.1 µM]	u
O=C(Oc1cccc(-c2cnc3ccccc3n2)c1)c1ccco1	-1%	5%	u	2%	-8%[38.3 µM]	-8%[46.1 µM]	2.3%
CCn1nnnc1NC(=O)c1cc(Cl)c(OC)c(Cl)c1	0%	6%[46 µM]	x	4%	5%	-10%	0.0%
COC(=O)c1ccc(N/C(C)=C/C(=O)c2ccc(C)o2)cc1	0%	21%	4µM*	8%	13%[38.3 µM]	1%[46.1 µM]	-1.1%
COc1ccc(-c2nnc(NC(=O)c3cc(Cl)ccc3Cl)o2)cc1	1%	u	u	-18%	5%[38.3 µM]	-16%[46.1 µM]	-2.4%
O=c1c2ccccc2c(C=NCc2ccccn2)c(O)n1-c1ccccc1	0%	u	1%	0%	-1%	-2%	-1.0%
CCCC(=O)Nc1ccc(C(=O)N2CCCC2)cc1	-5%	21%	2%	8%	23%[38.3 µM]	4%[46.1 µM]	-1.1%
CCCCCCCC(=O)NC(Nc1ccccc1OC)C(Cl)(Cl)Cl (stereo not drawn)	1%	u	-9%	11%	11%[38.3 µM]	u	2.8%
COC(=O)NCC(C)OC(=O)Nc1cccc(Cl)c1 (stereo not drawn)	-2%	3%	-17%	4%	-9%[38.3 µM]	15%[46.1 µM]	0.0%
COc1ccc(C(=O)O)cc1N1C(=O)Nc2ccccc2N1O	-6%	2%[46 µM]	-4%	13%	u	6%	-0.1%
CCN(Cc1ccncc1)C(=O)CCc1nnc(CCC2CCCCC2)o1	-2%	x	9%[9.22 µM]	2%	1%	4%	-2.1%
Cc1cc(C)c(NC(=O)C(C)OC(=O)c2cc(Br)c(Br)s2)c(C)c1 (stereo not drawn)	-2%	-4%	0%	-1%	-14%	-33%	1.1%
Cc1cc(NC(=O)Cn2ccc([N+](=O)[O-])n2)no1	0%	x	18%	11%	-5%	8%	0.1%
COc1ccccc1C1=Nc2cccc3cccc(c23)N1	-4%	9%[0.0737 µM]	9%	-21%	-1%[38.3 µM]	-4%[46.1 µM]	-0.8%
COc1ccccc1-c1coc2cc(O)ccc2c1=O	-3%	-14%	x	x	-3%	x	0.3%
O=C(NCc1ccccc1)c1cc2nc(C3CC3)cc(C(F)(F)F)n2n1	1%	4%	-14%	4%	-9%[38.3 µM]	-18%[46.1 µM]	-0.9%
CCOc1ncccc1C(=O)OCC(=O)c1ccccc1	-9%	-11%[46 µM]	-16%	4%	1%	7%	1.2%
Cc1ccc(/C=N/NC(=O)C(C)NC(=O)c2ccccc2)cc1 (stereo not drawn)	-1%	x	1%	2%	-4%	18%	1.7%
COc1ccccc1NCCC(=O)OCC(=O)NCc1ccco1	0%	-1%	-6%	x	0%[38.3 µM]	-13%[46.1 µM]	0.0%
COc1ccccc1N=CC1=C(O)CC(c2ccccc2)CC1=O (stereo not drawn)	3%	u	3%[9.22 µM]	4%	4%	-32%	-0.9%
CCCN(CCC)C(=O)Cn1c(=O)n(CCCCCC(=O)Nc2ccccc2)c(=O)c2sccc21	0%	-15%	-9%	3%	-16%	-57%	3.5%&0.0%
Cc1ccc(CNC(=O)C(Cc2ccccc2)NS(=O)(=O)c2ccc3c(c2)CCC(=O)N3)cc1 (stereo not drawn)	-1%	-7%	-6%	-2%	5%[38.3 µM]	-12%[46.1 µM]	-1.0%
COc1ccc(NC(=O)CNc2cc(S(=O)(=O)N3CCOCC3)ccc2NCC2CCCO2)cc1 (stereo not drawn)	0%	5%[46 µM]	16%	-5%	5%	-15%	-0.3%
O=C1Oc2ccccc2C(=O)/C1=C\N1CCN(c2ccccc2)CC1	-1%	u	-5%	6%	1%	2%	-0.9%
CSC1=NCCN1C(=O)c1c(-c2c(F)cccc2Cl)noc1C	x	x	-2%[9.22 µM]	4%	x	-23%	-0.3%
CC1=C/C(=C\c2ccc3c(c2)OCO3)C(=O)S1	-4%	17%	27%	-3%	-8%[38.3 µM]	-13%[46.1 µM]	-0.9%
O=C(Nc1ccc([N+](=O)[O-])cc1)Nc1ccc2[nH]c(=O)[nH]c2c1	-1%	x	9%	u	7%	2%	-3.0%
COc1ccccc1C(=O)NCc1ccccc1	0%	1%	-4%	6%	10%	-1%	-1.0%
Cc1ccc(Nc2nc(N)nc(CN3CCN(Cc4ccc5c(c4)OCO5)CC3)n2)c(C)c1	-1%	u	-6%	0%	4%[38.3 µM]	-10%[46.1 µM]	-0.7%
COc1ccccc1CC(NC(C)=O)C(=O)NC1CCN(c2nnnn2-c2ccccc2)CC1 (stereo not drawn)	0%	-4%	-11%	-8%	18%[38.3 µM]	-6%[46.1 µM]	0.0%
Next results follow:
SMILES	KinaseGlo FLuc	LMNA splice mod	HttQ103 aggreg	CBFb-RUNX1 inh	IMPase Li cell	NPSR antag	Epigenetic reg
COc1ccccc1/C=C/C=N/n1c(-c2n[nH]c3c2CCC3)n[nH]c1=S	x	x	3%[9.22 µM]	-9%	x	53%	3.3%
CCOC(=O)c1ccc(NC(=O)N(CC)CC)cc1	1%	13%	-22%	12%	17%[38.3 µM]	16%[46.1 µM]	0.9%
COc1ccc(Cl)cc1C(=O)NNC(=O)CN1C(=O)C2CC=CCC2C1=O (stereo not drawn)	3%	6%[46 µM]	13%	1%	-7%	9%	0.1%
CCn1c(SCC(=O)c2ccc3c(c2)Cc2ccccc2-3)nnc1-c1ccc(N)cc1	0%	13%	-4%	-4%	-12%[38.3 µM]	-15%[46.1 µM]	0.8%
Cc1nc2sc3c(c2c2nc(-c4ccco4)nn12)CCCC3	2%	10%	-7%	6%	-1%[38.3 µM]	-7%[46.1 µM]	0.0%
CSc1ncc(-c2ccccc2)cn1	-6%	-29%[9.22 µM]	7%	4%	-2%	22%	2.3%
O=C(O)c1ccc(-c2ccco2)n1Cc1ccccc1	-2%	1%	10%	-13%	14%[38.3 µM]	-9%[46.1 µM]	0.0%
NS(=O)(=O)c1ccc(NC(=O)CN2C(=O)C3C4C=CC(C4)C3C2=O)cc1 (stereo not drawn)	5%	-19%[46 µM]	8%	0%	-1%	11%	1.2%
O=C(CSc1nnc2ccccn12)NC(=O)NC1CCCC1	4%	-6%	11%	9%	-9%	-5%[46.1 µM]	-0.9%
OCCCCNCc1cc(Br)ccc1OCc1ccccc1F	x	x	8%[9.22 µM]	12%	-1%	-7%	0.0%

Screening data from PubChem.

The list is partial, so the mix of outcomes need not match the whole.
